PLC-gamma1 inh = PLC-gamma1 enzyme inhibitors, primary screen, biochemical, fluorescence, purified enzyme; 1-phosphatidylinositol 4,5-bisphosphate phosphodiesterase gamma-1 (Homo sapiens), P19174; fluorogenic substrate; inhibition, % at 12.2 µM; 0.84% of 370,000 active; AID 720700, 2013; in the data active = inhibition above about 9.5%
PLC-beta3 inh = human PLC-beta3 inhibitors, primary screen, biochemical, fluorescence; Purified PLC-beta3, fluorogenic substrate; 1-phosphatidylinositol 4,5-bisphosphate phosphodiesterase beta-3 (Homo sapiens), Q01970; AID 720704, 2013; 0.18% of 370,000 active; inhibition, % at 12.2 µM; in the data active = inhibition above about 11%;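 note: 0% = median of compound wells on plate and 100% = full blocker control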
SIAE primary = human SIAE inhibitors, primary screen, biochemical, fluorescence polarization, FP-Rh probe, 1536-well HTS; inhibition, % at 9.66 µM; Sialate O-acetylesterase (Homo sapiens), Q9HAT2; SIAE FP-Rh probe binding; AID 1053197, 2014; 0.69% of 370,000 active;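 active = inhibition above a cutoff: mean of compounds within the control limits plus 3 SD of those, cut at about 17% in these data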;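 note: 0% = plate median of compound wells and 100% = probe without SIAE protein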
ARFGAP1 inhibitor = inhibitors of rat ARFGAP1 GAP activity, primary screen, biochemical, fluorescence polarization, GDP tracer | ADP-ribosylation factor GTPase-activating protein 1 (Rattus norvegicus), Q62848 | Arfgap1-stimulated ARF1 GTP hydrolysis, GDP FP detection | inhibition, % at 16.5 µM | 0.26% of 360,000 active;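 active = inhibition above a per-plate limit, mean inhibition of low control wells plus 3 SD, cut at about 25% in these data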;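 note: 0% = DMSO wells with enzyme and 100% = wells lacking Arfgap1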
Target sequence (Q62848 1-136 limits assumed): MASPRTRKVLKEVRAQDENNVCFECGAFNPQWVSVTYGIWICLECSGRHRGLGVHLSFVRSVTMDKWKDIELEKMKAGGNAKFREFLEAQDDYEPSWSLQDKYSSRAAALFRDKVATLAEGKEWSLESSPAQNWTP
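Material – truncated rat Arfgap1 GAP domain · Buffer or medium – HEPES-based buffer, pH 7.5 · Reagent – human ARF1(Δ1-17)-GTP substrate · Dosing – 16.5 µM single point, 1.26% DMSO · Schedule – GTP hydrolysis reaction 2 h at 25 °C · Technique – GDP detection by fluorescence polarization · Benchmarks – No-Arfgap1 wells (100%) versus DMSO full-reaction wells (0%) · Repeats – single replicate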
ADAM10 inh = human ADAM10 inhibitors, primary screen, biochemical, QFRET, HTS; recombinant ADAM10, EDANS/DABCYL FRET peptide cleavage, 3 h; inhibition, % at 7 µM; 0.62% of 370,000 active; AID 720582, 2013;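 active = inhibition above a per-campaign cutoff equal to the mean of compounds falling between control-based bounds plus 3 SD, cut at about 20% in these data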;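 note: 0% = DMSO wells while the 100% control is not disclosed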
TDP2 absorb = human TDP2 enzyme inhibitors, primary screen, biochemical, epi absorbance, recombinant enzyme | 0.34% of 370,000 active | T5PNP hydrolysis, p-nitrophenol absorbance 415 nm | Tyrosyl-DNA phosphodiesterase 2 (Homo sapiens), O95551 | inhibition, % at 12.8 µM | AID 720702, 2013;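 active = inhibition above the mean of all tested compounds plus 3 SD, set per campaign, cut at about 25% in these data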;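 note: 0% = DMSO with enzyme and 100% = buffer with substrate but no TDP2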
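System – recombinant human TDP2 · Amount – 120 nM TDP2 per well · Buffer or medium – Mg2+-containing Tris-HCl buffer, pH 7.5 · Reagent – T5PNP substrate, 5 mM · Dosing – 12.8 µM single point, 1% DMSO · Incubation – 2 h at 37 °C · Measured by – epi absorbance · Read-out basis – percent inhibition · Benchmarks – high control without enzyme, low control DMSO plus TDP2 · Repeats – singlicate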
Tn7 DDE FP = inhibitors of Tn7 peptide binding to fibrin DD(E), primary screen, biochemical, fluorescence polarization, human fibrin, Tn7 probe; inhibition, % at 8.3 µM; Fibrinogen beta chain (Homo sapiens), P02675; 0.13% of 370,000 active; FP displacement of FITC-Tn7 peptide from fibrin DD(E); 0% = median of compound wells per plate;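 active = inhibition above the mean of compounds falling within the control limits plus 3 SD of them, cut at about 14% in these data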;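 note: 0% = plate median of compound wells and 100% = 10 µM Aha-Tn7 peptide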
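Test system – human fibrin DD(E) · Times – 10 min preincubation, 3 h with tracer, room temperature · Detection – fluorescence polarization of the labelled Tn7 tracer · Measure – percent inhibition normalized to high-control wells · Benchmarks – high control wells with 10 µM unlabelled Aha-Tn7 peptide (full inhibition) · Repeats – singlicate testing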
ADAM17 inh = ADAM17 inhibitors, primary screen, biochemical, QFRET; Disintegrin and metalloproteinase domain-containing protein 17 (Homo sapiens), P78536; recombinant ADAM17, EDANS/DABCYL FRET peptide cleavage; inhibition, % at 6.95 µM; 0.83% of 370,000 active; AID 720648, 2013;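 active = inhibition above the mean of compounds lying between control limits plus 3 SD, set per campaign, cut at about 8.5% in these data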;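 note: 0% = DMSO-only wells as the low control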
ASAP1 inh = inhibitors of human ASAP1 ArfGAP activity, primary screen, biochemical, fluorescence polarization | inhibition, % at 16.5 µM | ASAP1-stimulated ARF1 GTP hydrolysis, GDP FP detection | 0.19% of 360,000 active | AID 624377, 2012; in the data active = inhibition above about 25%;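 note: 0% = vehicle with enzyme and substrate and 100% = no enzyme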
Target sequence (Q9ULH1 325-724 limits assumed): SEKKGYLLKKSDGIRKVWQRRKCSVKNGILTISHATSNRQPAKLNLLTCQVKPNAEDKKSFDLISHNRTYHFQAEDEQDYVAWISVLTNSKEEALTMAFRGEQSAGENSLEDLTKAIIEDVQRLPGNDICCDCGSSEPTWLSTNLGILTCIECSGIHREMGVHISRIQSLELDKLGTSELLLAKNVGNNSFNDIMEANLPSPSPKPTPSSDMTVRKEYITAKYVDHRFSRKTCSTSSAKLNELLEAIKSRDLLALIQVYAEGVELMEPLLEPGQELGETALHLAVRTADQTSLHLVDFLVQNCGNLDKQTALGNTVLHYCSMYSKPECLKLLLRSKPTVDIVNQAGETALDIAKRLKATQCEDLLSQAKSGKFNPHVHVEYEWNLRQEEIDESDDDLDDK
Tn6 DDE FP = inhibitors of Tn6 peptide binding to fibrin DD(E), primary screen, biochemical, fluorescence polarization, human fibrin, Tn6 probe; inhibition, % at 8.3 µM; Fibrin DD(E) TRITC-Tn6 fluorescence polarization displacement; AID 720509, 2013; Fibrinogen beta chain (Homo sapiens), P02675; 0.21% of 370,000 active;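 active = inhibition above a per-campaign cutoff: mean of compounds within control limits plus 3 SD, cut at about 15% in these data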;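 note: 0% = median of all compound wells on the plate and 100% = blocking peptide control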
Starred values were filed as active, the others as inactive; i = inactive.

1	CCOc1ccccc1CN1CCNC(=O)C1CC(=O)NCc1nccn1CC (stereo not given)
2	COc1ccc(S(=O)(=O)N2CCOCC2)cc1NC(=O)COC(=O)CC1CC2CCC1C2 (stereo not given)
3	CC(C)O/C(=N\S(=O)(=O)c1ccc(Cl)cc1)c1ccccc1
4	COc1ccc(CCNc2cc(-c3ccccc3)nc3ncnn23)cc1
5	O=C(COC(=O)c1ccc(Br)o1)Nc1ccc(S(=O)(=O)N2CCCC2)cc1
6	CCOC(=O)C1CCCN(Cc2ccccc2OCC)C1 (stereo not given)
7	CN(Cc1ccccc1)C(=O)c1ccc(NC(=O)Cc2cccc([N+](=O)[O-])c2)cc1
8	O=C(O)C1=C[C@H](c2ccc(C(F)(F)F)cc2)C[C@H](OCCCCO)O1

Assay by compound,1,2,3,4,5,6,7,8
PLC-gamma1 inh,-3.7,-0.7,1.6,-29.1,3.3,2.4,0.5,7.2
PLC-beta3 inh,-13.7,0.0,-1.7,-33.4,1.2,7.0,2.0,1.0
SIAE primary,-8.8,2.0,4.7,-1.1,-3.9,6.9,-0.5,2.4
ARFGAP1 inhibitor,-2.5,-4.9,5.7,-9.9,6.8,-1.2,5.9,-0.8
ADAM10 inh,-7.5,6.1,-2.9,-46.6,-0.4,-2.6,7.3,-6.9
TDP2 absorb,-8.6,-1.7,-14.8,-7.1,3.7,-7.8,-6.7,8.5
Tn7 DDE FP,-6.3,3.9,3.6,4.1,-1.4,-6.6,-0.8,-8.9
ADAM17 inh,1.4,-0.2,-2.0,-10.7,-0.3,0.2,1.3,1.1
ASAP1 inh,11.4,-12.2,-11.9,-13.7,-15.7,-2.0,0.6,5.2
Tn6 DDE FP,-4.8,5.9,-0.2,-3.9,7.6,3.7,1.1,-0.9

Structures listed so far containing an aryl methoxy group:
2	COc1ccc(S(=O)(=O)N2CCOCC2)cc1NC(=O)COC(=O)CC1CC2CCC1C2 (stereo not given)
4	COc1ccc(CCNc2cc(-c3ccccc3)nc3ncnn23)cc1

Assay by compound,2,4
PLC-gamma1 inh,-0.7,-29.1
PLC-beta3 inh,0.0,-33.4
SIAE primary,2.0,-1.1
ARFGAP1 inhibitor,-4.9,-9.9
ADAM10 inh,6.1,-46.6
TDP2 absorb,-1.7,-7.1
Tn7 DDE FP,3.9,4.1
ADAM17 inh,-0.2,-10.7
ASAP1 inh,-12.2,-13.7
Tn6 DDE FP,5.9,-3.9

Further results follow.
9	CC(C)Nc1ncnc2c1ncn2[C@H]1CN(Cc2ccc(Cl)cc2)C[C@@H](CO)O1
10	Cc1[nH]c2ccccc2c1C(=O)CN1CCCCC1CCO (stereo not given)
11	O=C(C[n+]1cc(-c2ccccc2)n2c1CCCCC2)c1ccc(Br)cc1
12	COc1ccc(-c2coc3cc(OC)cc(O)c3c2=O)cc1
13	Cn1nnnc1SCC(=O)Nc1ccccc1Cl
14	CCN(CC)CCN1C(=O)c2ccccc2NC1c1ccc(N(C)C)cc1 (stereo not given)
15	Cc1cccc(NC(=O)c2nc[nH]c2C(=O)N[C@@H](CCCCNC(=O)OC(C)(C)C)C(=O)OC(C)(C)C)c1
16	C/C(=N\Nc1cc(N2CCOCC2)ncn1)c1ccccc1

Assay by compound,9,10,11,12,13,14,15,16
PLC-gamma1 inh,3.6,-3.2,-0.1,-0.7,2.3,-151.5,2.2,0.0
PLC-beta3 inh,-0.5,-3.0,-3.8,-0.2,-0.4,-164.5,3.3,-3.7
SIAE primary,-6.3,-3.3,0.3,-2.5,1.2,8.9,-62.6,-3.9
ARFGAP1 inhibitor,5.4,-5.2,5.3,9.1,-3.9,-2.8,11.5,7.0
ADAM10 inh,-12.2,4.5,-1.6,-4.6,4.1,i,32.6*,3.1
TDP2 absorb,2.4,-2.3,-15.2,-0.7,6.5,-11.5,-7.3,-7.3
Tn7 DDE FP,-1.0,9.4,-2.5,-0.3,-0.2,-7.4,0.5,-0.3
ADAM17 inh,0.6,-4.6,-1.1,-3.7,-0.9,-162.6,12.3*,4.5
ASAP1 inh,7.8,3.6,1.2,-8.7,-6.0,1.9,7.5,-15.1
Tn6 DDE FP,0.3,-2.8,3.2,-2.4,5.5,1.3,6.6,-6.0

Pulled by structure from the entries so far (4):
16	C/C(=N\Nc1cc(N2CCOCC2)ncn1)c1ccccc1
11	O=C(C[n+]1cc(-c2ccccc2)n2c1CCCCC2)c1ccc(Br)cc1
9	CC(C)Nc1ncnc2c1ncn2[C@H]1CN(Cc2ccc(Cl)cc2)C[C@@H](CO)O1
12	COc1ccc(-c2coc3cc(OC)cc(O)c3c2=O)cc1

Assay by compound,16,11,9,12
PLC-gamma1 inh,0.0,-0.1,3.6,-0.7
PLC-beta3 inh,-3.7,-3.8,-0.5,-0.2
SIAE primary,-3.9,0.3,-6.3,-2.5
ARFGAP1 inhibitor,7.0,5.3,5.4,9.1
ADAM10 inh,3.1,-1.6,-12.2,-4.6
TDP2 absorb,-7.3,-15.2,2.4,-0.7
Tn7 DDE FP,-0.3,-2.5,-1.0,-0.3
ADAM17 inh,4.5,-1.1,0.6,-3.7
ASAP1 inh,-15.1,1.2,7.8,-8.7
Tn6 DDE FP,-6.0,3.2,0.3,-2.4

Additional records
17	CSc1ccccc1C(=O)Nc1cc2c(cc1C(=O)O)OCCCO2
18	COc1c2c(cc3c1C(CC(O)Cc1ccccc1)N(C)CC3)OCO2 (stereo not given)
19	Cc1cc(N=NC(=O)c2ccccc2O)c2ccccc2c1O
20	COc1ccc(OC)c(/C=C/C(=O)OCC(=O)NCc2cccs2)c1
21	CCCCn1c(N)c(N(CCOC)C(=O)C2CC(=O)N(c3cccc(SC)c3)C2)c(=O)[nH]c1=O (stereo not given)

Assay by compound,17,18,19,20,21
PLC-gamma1 inh,-4.1,-38.6,-0.5,i,-1.1
PLC-beta3 inh,-7.4,-58.5,1.3,i,-5.1
SIAE primary,-1.6,6.6,5.3,6.4,1.3
ARFGAP1 inhibitor,2.1,-1.9,0.9,5.9,-2.9
ADAM10 inh,3.5,-25.5,-3.4,-164.6,-5.6
TDP2 absorb,-2.1,25.5*,-0.1,5.0,-7.6
Tn7 DDE FP,-4.0,-1.4,-3.4,-3.5,-2.7
ADAM17 inh,1.8,-10.9,-2.8,-42.8,-0.7
ASAP1 inh,7.2,-5.8,2.0,1.9,-1.5
Tn6 DDE FP,-5.8,5.8,-0.9,-4.5,-3.0
